From PubChem
CHO-K1 Ca PAM = M1 PAM counterscreen hit in parental CHO-K1 cells; ATP EC20, Fluo-8 calcium fluorescence; 0% at ATP EC20, 100% at ATP max; activation, % at 3 µM; actives 0.02% (n = 360,000); AID 602247;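 active = activation above the run cutoff, the mean activation of all test compounds plus 3 SD, cut at about 40% in these data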;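 also: peak over basal fluorescence ratio in a 140 s read after ATP addition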
OXTR agonist = activates the human oxytocin receptor | AID 2435 | P30559 | activation, % at 3 µM | CHO-OTR cells, Fluo-8 calcium fluorescence; normalized: DMSO 0%, oxytocin 100% | actives 0.32% (n = 320,000);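 active = activation above the mean of all tested compounds plus 3 SD, cutoff set per screening run, cut at about 20% in these data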;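 also: peak over basal fluorescence ratio from a 100 s FLIPR kinetic read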
CHO parental Ca = counter-screen for OX1R antagonists: effect in parental CHO cells; parental CHO-K1, ATP-induced calcium, Fluo-8 fluorescence; inhibition, % at 5.6 µM; actives 0.63% (n = 330,000); AID 463079;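 active = inhibition above that plate's mean sample inhibition plus 3 SD, cut at about 26% in these data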;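 also: 0% = ATP-challenged DMSO wells and 100% = DMSO wells without ATP; some compounds past the cut are filed as inactive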
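Assay system – parental CHO cells · Reagent – ATP stimulus · Detection – intracellular calcium via Fluo-8 no-wash fluorescent dye · Evaluation – percent inhibition of ATP-evoked calcium rise, normalized to controls · Controls – ATP wells versus no-ATP DMSO wells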
CHO-K1 Ca ag = counter-screen for M1 agonists: effect in parental CHO-K1 cells; actives 0.48% (n = 360,000); Fluo-8 calcium fluorescence; scaled to maximal ATP response, vehicle zero; AID 602248; activation, % at 3 µM; in the data active = activation above about 15%;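 also: untransfected CHO-K1 host cells lacking M1 receptor as counterscreen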
CHO-K1 Ca antag = M1 antagonist counterscreen hit in parental CHO-K1 cells; ATP-induced calcium, Fluo-8 fluorescence; inhibition, % at 3 µM; actives 0.6% (n = 360,000); AID 602250;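 active = inhibition above a per-plate cutoff, the plate's mean sample inhibition plus 3 SD, cut at about 24% in these data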;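 also: 0% = DMSO plus EC80 ATP and 100% = DMSO alone without ATP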
GPR7 antag = antagonists of human GPR7 (neuropeptides B/W receptor 1) | GPR7-expressing cells, fluorescence antagonist assay | actives 1.1% (n = 290,000) | inhibition, % at 4.4 µM | P48145; in the data active = inhibition above about 16%, passing the limit was not always enough;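 also: cells stimulated with the agonist NPW; 0% = agonist with vehicle and 100% = vehicle without agonist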
TAAR1 antag = human TAAR1 antagonism; Q96RJ0; CHO RD-HGA16 TAAR1, Fluo-8 calcium fluorescence, antagonist; inhibition, % at 3 µM; actives 1.5% (n = 360,000); AID 624466;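 active = inhibition above a per-plate cutoff, the mean inhibition of test compounds on that plate plus 3 SD, cut at about 49% in these data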;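 also: 0% = DMSO plus EC80 beta-PEA response and 100% = DMSO alone without agonist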
Target sequence (Q96RJ0 whole entry, looked up): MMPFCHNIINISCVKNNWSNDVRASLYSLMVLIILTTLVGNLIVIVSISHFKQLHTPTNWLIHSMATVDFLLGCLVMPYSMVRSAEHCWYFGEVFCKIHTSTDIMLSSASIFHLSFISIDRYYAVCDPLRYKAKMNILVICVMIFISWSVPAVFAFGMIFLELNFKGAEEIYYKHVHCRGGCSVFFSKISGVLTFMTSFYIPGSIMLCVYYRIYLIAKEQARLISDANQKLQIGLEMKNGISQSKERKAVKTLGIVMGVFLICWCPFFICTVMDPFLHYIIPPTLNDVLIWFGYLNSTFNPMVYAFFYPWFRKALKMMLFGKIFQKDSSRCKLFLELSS
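System: RD-HGA16 CHO cells with stable hTAAR1 and Gα16 | Probe or stimulus: EC80 β-phenethylamine stimulus | Dosing: 3 µM, single point | Times: Dye loading 75 min at 37 °C, then 30 min room temperature | Measured by: Fluo-8 calcium-sensitive fluorescence | Read-out basis: % inhibition of agonist calcium response | Replicates: n of 1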
V1aR counter = activates human V1a receptor in oxytocin agonist counter-screen. P37288. CHO-V1R cells, Fluo-8 calcium fluorescence, agonist mode; 0% DMSO, 100% 3 nM vasopressin. activation, % at 3 µM. actives 0.25% (n = 320,000). AID 2797;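 active = activation above the mean activation of all tested compounds plus 3 SD, per screening run, cut at about 20% in these data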;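 also: signal is peak over basal fluorescence ratio across a 100 second FLIPR read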
Target sequence (P37288 whole entry, looked up): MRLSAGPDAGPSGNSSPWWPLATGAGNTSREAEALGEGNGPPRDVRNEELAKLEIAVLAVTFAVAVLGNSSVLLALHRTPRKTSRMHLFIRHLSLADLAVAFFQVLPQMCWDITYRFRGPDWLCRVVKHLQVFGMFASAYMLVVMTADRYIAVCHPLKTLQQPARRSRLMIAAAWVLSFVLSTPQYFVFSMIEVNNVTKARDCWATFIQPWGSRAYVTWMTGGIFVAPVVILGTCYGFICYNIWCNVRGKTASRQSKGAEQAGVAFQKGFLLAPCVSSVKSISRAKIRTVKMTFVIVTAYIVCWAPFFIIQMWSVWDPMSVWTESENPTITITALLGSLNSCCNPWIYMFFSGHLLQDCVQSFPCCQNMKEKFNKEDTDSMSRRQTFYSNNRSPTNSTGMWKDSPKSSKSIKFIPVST
OXTR potentiate = potentiators of human oxytocin receptor; CHO-OTR cells, Fluo-8 calcium fluorescence, potentiator mode; 0% = oxytocin EC15, 100% = EC100; activation, % at 3 µM; AID 2445; actives 0.061% (n = 320,000);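 active = activation above that plate's cutoff, the mean activation of tested compounds plus 3 SD, cut at about 6.6% in these data, passing the limit was not always enough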;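 also: 100% uses oxytocin at 75 nM as the full agonist control; some results filed as inactive read as strong as hits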
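System: human OTR in CHO cells / Also added: sub-maximal oxytocin, roughly EC15 / Control set: EC15 oxytocin low, 75 nM oxytocin high / Schedule: 6 min compound pre-incubation at room temperature, 100 s kinetic read / Compound: single-point 3.0 µM / Replication: singlicate / Technique: Fluo-8 calcium dye fluorescence / Read-out basis: % activation of max/min ratio relative to oxytocin controls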
* = called active by the depositor; x = no result given.

Results follow in this order: CHO-K1 Ca PAM	OXTR agonist	CHO parental Ca	CHO-K1 Ca ag	CHO-K1 Ca antag	GPR7 antag	TAAR1 antag	V1aR counter	OXTR potentiate
- CC12CCC(C(=O)Nc3ccccc3Cl)([C@H](Br)C1=O)C2(C)C (stereo partly specified)
    5	-2.5	-9	3.0	3	0	2	-2.5	-2
- Cc1ccc(NC(=O)c2ocnc2C)cc1Cl
    2	-0.9	-8	-0.3	-9	13	x	0.1	-2
- Cc1ccccc1NC(=O)CN1C(=O)CSc2ccccc21
    5	0.5	-9	0.9	-11	-14	8	0.5	-2
- CN(C(=O)COC(=O)c1cc2ccccc2oc1=O)C1CCCCC1
    -10	-0.2	-10	0.6	-5	x	12	0.6	-1
- Cc1ccc(S(N)(=O)=O)c(C)c1-n1cnnn1
    23	0.6	-3	1.8	-14	-13	6	1.3	1
- O=C1C2C3C=CC(C2C(=O)N1C1CCCCC1)C1C(=O)N(C2CCCCC2)C(=O)C31 (stereo unspecified)
    10	0.0	-12	0.7	-8	-5	-1	0.7	-12
- COC(=O)C1(C)CCc2c(ccc3ccccc23)C1=O (stereo unspecified)
    -5	x	x	2.9	-1	x	-11	x	x
- COc1ccc(-c2nc(=S)[nH][nH]2)cc1OC
    16	-1.5	-6	1.2	-18	-1	5	0.3	-12
- Oc1cccc(C2c3[nH]c4ccccc4c3CCN2Cc2cnn(-c3ccccc3)c2)c1 (stereo unspecified)
    15	-0.2	-14	1.1	-8	-3	-5	0.7	-14
- CCc1cc2c(SCC(=O)NCC3CCCO3)ncnc2s1 (stereo unspecified)
    -1	-1.0	-15	0.0	0	x	-32	-0.1	-5
- COc1cc(C(=O)N/C(=C\c2cn(S(=O)(=O)N(C)C)c3ccccc23)C(=O)NCCCO)cc(OC)c1OC
    16	-0.8	-2	0.7	-10	-2	-13	0.7	-6
- CC1CCCN(C(=O)c2ccc(Br)c(S(=O)(=O)N3CCOCC3)c2)C1 (stereo unspecified)
    20	0.7	-8	0.5	-5	x	4	0.5	-4
- COc1cc(C(=S)N2CCOCC2)ccc1OC(=O)c1cc([N+](=O)[O-])cc([N+](=O)[O-])c1
    -12	0.2	-5	0.0	14	-3	-4	1.1	-11
- CCN(CC)S(=O)(=O)c1ccc2[nH]cc(C(=O)NCCN3CCCCCC3)c(=O)c2c1
    16	-0.1	-8	-0.9	-8	-3	6	-0.3	-6
- CCN(CCCn1c(=S)[nH]c2ccc(N3CCOCC3)cc2c1=O)c1ccccc1
    11	-0.5	3	0.5	-8	-13	-20	-0.1	-5
- CC(OC(=O)c1ccc(OCC2CCCO2)cc1)C(=O)N(C)Cc1ccccc1 (stereo unspecified)
    -17	0.5	-9	0.8	3	x	-4	3.5	-6
- Cc1cc(N2CCCN(C)CC2)nc2cc(Cl)ccc12
    -1	1.9	-13	1.2	-7	9	-11	2.4	-3
- CC(C)/C=C/CN1CCC(Oc2ccc(C(=O)N3CCCC3)cc2)CC1
    -12	0.6	-8	0.4	-3	-12	16	1.2	-1
- CC(=O)N1c2c(cc(Br)cc2S(=O)(=O)NCc2ccc(C)cc2)CC1C (stereo unspecified)
    5	3.0	-10	4.8	-13	0	-6	3.2	-4
- C=CCNC(=O)C1CC(=O)N(c2ccc(OCC(=O)Nc3cccc(OC)c3)cc2)C1 (stereo unspecified)
    10	1.5	-10	1.5	-20	16	3	0.4	-4
- CCC(CC)c1nnc(NC(=O)c2cccc(S(=O)(=O)N3CCOCC3)c2)s1
    15	2.2	-18	0.7	-9	x	-11	3.4	-9
- O=C(Nc1ccc2c3c(cccc13)CC2)c1ccco1
    -5	-3.0	-20	-0.2	13	-8	-19	-0.2	4
- CCOC(=O)Cn1c(=O)c2c(nc3n2CCCCN3c2ccc(OCC)cc2)n(C)c1=O
    13	0.1	1	0.4	-4	x	-9	0.4	9
- O=C(NCc1ccc(F)cc1)c1cnn2ccccc12
    15	-0.7	-5	0.6	-2	-2	-14	-0.6	-2
- CCOC(=O)C1CCN(C(c2cccs2)c2sc3nc(C)nn3c2O)CC1 (stereo unspecified)
    -1	-0.1	0	0.1	-2	0	-23	0.7	-2
- CCNC(=S)NS(=O)(=O)c1ccc(Cl)cc1
    10	0.1	-6	0.0	2	-15	-19	0.3	0
- Cc1nc2ccc(S(=O)(=O)NC(C(=O)N3CCCCCC3)C(C)C)cc2s1 (stereo unspecified)
    15	0.3	6	-0.1	2	-14	-17	0.1	3
- O=C(Nc1cccc(N2C(=O)C3C4C=CC(C4)C3C2=O)c1)c1cccs1 (stereo unspecified)
    -6	1.1	-22	3.2	-4	-3	11	4.6	-13
- Cc1ccccc1NC(=S)N(CCCN1CCOCC1)Cc1cccs1
    20	0.5	-6	8.3	2	-8	2	0.3	-5
- COC(=O)c1c(C(=O)OC)c2oc3ccccc3n2c1Cl
    16	-1.7	-7	0.3	-7	8	-4	-0.4	-8

Structures shown so far with a thiophene ring, fused or not:
Results follow in this order: CHO-K1 Ca PAM	OXTR agonist	CHO parental Ca	CHO-K1 Ca ag	CHO-K1 Ca antag	GPR7 antag	TAAR1 antag	V1aR counter	OXTR potentiate
- CCc1cc2c(SCC(=O)NCC3CCCO3)ncnc2s1 (stereo unspecified)
    -1	-1.0	-15	0.0	0	x	-32	-0.1	-5
- CCOC(=O)C1CCN(C(c2cccs2)c2sc3nc(C)nn3c2O)CC1 (stereo unspecified)
    -1	-0.1	0	0.1	-2	0	-23	0.7	-2
- O=C(Nc1cccc(N2C(=O)C3C4C=CC(C4)C3C2=O)c1)c1cccs1 (stereo unspecified)
    -6	1.1	-22	3.2	-4	-3	11	4.6	-13
- Cc1ccccc1NC(=S)N(CCCN1CCOCC1)Cc1cccs1
    20	0.5	-6	8.3	2	-8	2	0.3	-5

More entries.
Results follow in this order: CHO-K1 Ca PAM	OXTR agonist	CHO parental Ca	CHO-K1 Ca ag	CHO-K1 Ca antag	GPR7 antag	TAAR1 antag	V1aR counter	OXTR potentiate
- c1ccc2c(c1)nc(-c1ccncc1)n2CCNc1nc(CN2CCCCC2)cs1
    0	0.1	-8	0.5	-14	-8	11	-0.1	-5
- COc1ccc(NC(=O)CN(C)C(=O)CCc2ccccc2)cc1
    6	1.0	-10	0.7	-13	-7	-11	-0.6	5
- CCC(=O)NC(=S)Nc1cccc(NC(=O)c2ccco2)c1
    24	-0.9	-18	1.0	-9	13	9	0.8	2
- COc1ccc(-c2nc3nc(C)cc(C)n3n2)cc1
    8	0.0	-8	0.2	-9	-5	2	0.4	-18
- N#CCCn1c(SCC(=O)N2CCN(S(=O)(=O)c3ccccc3)CC2)nc2ccccc21
    9	-0.7	-15	1.2	0	-12	-6	0.1	-6
- CCN(CC)C(=O)c1ccc(Cc2cn(C)c3ccccc23)nc1
    12	x	x	1.4	-11	x	-2	x	x
- CC(C)(C)OC(=O)N[C@H](C(=O)OC(C)(C)C)c1ccc(Br)cc1
    -16	-1.6	-29	-0.1	-7	x	19	-1.1	-5
- CC(C)CN(Cc1cc2ccccc2[nH]c1=O)C(=O)c1cccnc1
    21	0.7	-5	0.8	-20	-6	2	0.4	-3
- COc1ccc(-c2cc(-c3cc(F)ccc3O)[nH]n2)cc1OC
    -7	11	-5	1.5	-10	1	4	4.5	-8
- CC(=O)Nc1ccc(NC(=O)C(C)OC(=O)CSCc2cccc(Cl)c2)cc1 (stereo unspecified)
    -4	1.8	-17	9.5	8	x	5	1.4	1
- CCn1cc(C(=O)NCC2CCCO2)c(=O)c2cc(S(=O)(=O)N3CCCCCC3)ccc21 (stereo unspecified)
    18	-0.8	-5	1.4	-6	-11	-3	0.1	-5
- CC1=C(C(=O)OCc2ccccc2)C(c2ccccc2OS(=O)(=O)c2ccccc2[N+](=O)[O-])NC(=O)N1CCCC(=O)O (stereo unspecified)
    x	-0.2	-3	x	x	x	17	-0.2	-12
- COc1cccc(CCc2nnc(CCC(=O)N3CCCC3c3nccs3)o2)c1 (stereo unspecified)
    -6	-1.0	-11	-0.8	-13	-15	-3	-1.1	-5
- Cc1ccc(NC(=O)/C(C#N)=C/c2cc(C)n(-c3ccc(N4CCOCC4)c([N+](=O)[O-])c3)c2C)c(C)c1
    -9	-0.6	-9	0.5	1	-6	2	1.8	-14
- CCC1CCc2c(sc3nc(SCC(=O)NCc4ccco4)n(-c4ccccc4)c(=O)c23)C1 (stereo unspecified)
    -6	0.0	-10	0.2	-5	-6	8	1.2	-9
- Cc1ccccc1NC(=O)CSCc1cc(=O)n2ccsc2n1
    -12	0.9	-10	0.2	6	-2	-6	0.5	-1
- CC1=C(C(=O)N2CCOCC2)CC(CC(=O)NCCCN(C)C)C(=O)N1Cc1ccc(C(C)(C)C)cc1 (stereo unspecified)
    3	x	x	0.2	-7	x	-2	x	x
- CC(=O)c1ccc(NS(=O)(=O)c2ccc(C)cc2)cc1
    -6	0.6	-13	-0.2	27*	-7	-9	1.7	-11
- CS(=O)(=O)N1CCN(Cc2cc(=O)n3ccsc3n2)CC1
    16	-0.2	10	-0.1	-4	-16	7	0.0	-4
- O=C1Nc2cc(C(=O)N3CCN(Cc4ccccc4)CC3)ccc2SC1N1CCOCC1 (stereo unspecified)
    21	0.2	-15	0.7	-7	-1	5	0.3	-9
- CC(C)(C)OC(=O)NC1CONC1=O (stereo unspecified)
    7	-0.4	-6	-0.2	3	-10	9	0.7	2
- O=C(O)CSc1nnc(NC(=O)CN2CCOCC2)s1
    3	1.0	8	1.1	-15	-6	-13	0.8	-6
- Cc1nnc(NC(=O)c2ccc3ccccc3c2)o1
    -5	-0.4	-6	-0.6	3	-18	6	0.2	3
